Screens deposited in PubChem by National Center for Advancing Translational Sciences (NCATS).
JMJD2A Tudor inh = blocks the human JMJD2A Tudor domain | AlphaScreen JMJD2A-Tudor / H3K4me3 peptide binding | O75164 | Potency, µM (highest dose often 114 µM), without a hit: top-dose activity change, negative = inhibition, most hits filed as inhibitors | 390,000 compounds, 4.4% hits; also: potency is read from the fitted curve at half-maximal effect; % is scaled to controls: 0 for no effect and ±100 for the full control effect; nearly all actives have a fitted effect of over 50% in size
GLS inhibitor = inhibitors of human glutaminase (GLS); O94925; GLS enzymatic activity, qHTS titration; Potency, µM (highest dose often 45.5 µM), inactives show at the highest dose activity change, negative = inhibition, actives largely listed as inhibitors; 410,000 compounds, 0.21% hits; AID 624170; also: potency is read from the fitted curve at half-maximal effect; % is scaled to controls: 0 for no effect and ±100 for the full control effect
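Human kidney-isoform GLS in 45 mM KH2PO4 pH 8.2, 0.02% Tween-20, with compound, started with 1mM L-Glutamine (added stock). Glutamate oxidase/HRP/Amplex red coupled fluorescence read at start and after 30 min at RT.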
PGK inhibitor = blocks T. brucei phosphoglycerate kinase | P07378 | PGK/GAPDH coupled, Kinase-Glo luminescence, 60 min | Potency, µM (doses to about 57.5 µM), for the others: at the highest dose activity change, negative = inhibition, hits mostly inhibitors | 380,000 compounds, 0.043% hits | AID 602233; also: potency is read from the fitted curve at half-maximal effect; % is scaled to controls: 0 for no effect and ±100 for the full control effect; nearly all actives have a fitted effect of over 60% in size
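Recombinant glycosomal PGK reaction used 1,3-bisphosphoglycerate generated in-well by GAPDH (100nM final) in 100mM TEA pH 7.6, 5mM MgCl2, 0.01% Tween-20. After 60 minutes at room temperature, ATP was read by Kinase-Glo Plus luminescence end-point.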
G9a inh = blocks human histone lysine methyltransferase G9a. Q96KQ7. G9a H3K9 monomethylation, AlphaScreen, 2 h. Potency, µM (doses to about 102 µM), inactives show at the highest dose activity, negative = inhibition, usual class: inhibitors. 350,000 compounds, 8.8% hits; also: potency is read from the fitted curve at half-maximal effect; % is scaled to controls: 0 for no effect and ±100 for the full control effect; nearly all actives have a fitted effect of over 75% in size
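AlphaScreen detection with an anti-monomethyl H3K9 antibody quantified product after a 2 h room-temperature reaction containing 500 nM biotinylated H3K9 peptide, 20 µM SAM and 20 nM enzyme, which had been preincubated 15 min with compound.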
PI4K2A block = PI4K2A (human) kinase inhibition | Q9BTU6 | purified PI4K2A, ADP-Glo luminescence, 1 h; hits give low values | activity change, negative = inhibition, % at 76.9 µM | 420,000 compounds, 0.13% hits | AID 1346378; in the data active = activity change below about -50%; inconclusive = mostly about -30% to -49%;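 also: -100% = wells without enzyme as full effect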
Target sequence (Q9BTU6 whole entry, looked up): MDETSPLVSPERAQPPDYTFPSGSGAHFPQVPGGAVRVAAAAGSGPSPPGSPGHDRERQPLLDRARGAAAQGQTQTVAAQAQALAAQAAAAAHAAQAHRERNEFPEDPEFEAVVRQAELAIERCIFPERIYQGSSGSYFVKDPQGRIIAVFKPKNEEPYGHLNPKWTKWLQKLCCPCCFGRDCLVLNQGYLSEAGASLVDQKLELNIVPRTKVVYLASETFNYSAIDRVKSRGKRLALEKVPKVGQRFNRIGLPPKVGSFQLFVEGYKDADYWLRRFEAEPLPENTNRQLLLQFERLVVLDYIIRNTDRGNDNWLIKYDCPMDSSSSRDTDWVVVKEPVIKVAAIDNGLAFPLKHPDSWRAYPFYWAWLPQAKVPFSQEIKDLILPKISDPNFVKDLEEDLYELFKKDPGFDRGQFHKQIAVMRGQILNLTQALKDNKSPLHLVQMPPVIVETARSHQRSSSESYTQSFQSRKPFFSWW
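In this quantitative HTS, ADP production by PI4K2A was quantified luminescently after 1 h at ambient temperature; 100 microM adenosine served as plate-quality control.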
Pin1 inh = human Pin1 inhibition; Potency, µM (top dose mostly 115 µM), for the others: at the highest dose activity, negative = inhibition, actives largely listed as inhibitors; Pin1 FP peptide displacement, HiFluor488, 10 min; AID 504891; 390,000 compounds, 0.009% hits; Q13526; active = well fitted inhibition curve with a large enough effect in the polarisation, with a control signal flat, not every such curve was filed as active; inconclusive = small, poorly fitted or top-dose-only effect, or effect the other way, or a change in a side signal; inactive = no such curve, though single readings can be large or run the other way; the % refers to the polarisation; also: potency is read from the fitted curve at half-maximal effect; % is scaled to controls: 0 for no effect and ±100 for the full control effect
Target sequence (Q13526 whole entry, looked up): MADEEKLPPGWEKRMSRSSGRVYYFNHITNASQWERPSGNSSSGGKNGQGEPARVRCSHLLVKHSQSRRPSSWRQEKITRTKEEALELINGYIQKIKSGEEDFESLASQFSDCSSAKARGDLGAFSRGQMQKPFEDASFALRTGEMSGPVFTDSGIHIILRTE
HP1b binding inh = blocks HP1-beta chromodomain binding to methylated histone tails; AlphaScreen HP1-beta / biotin-H3K9me3 peptide binding; Potency, µM (highest dose often 114 µM), for inactives: at the highest dose activity change, negative = inhibition, actives largely listed as inhibitors; 390,000 compounds, 0.56% hits; also: potency is read from the fitted curve at half-maximal effect; nearly all actives have a fitted effect of over 70% in size; inactives centre near 23
Target sequence (P83916 whole entry, looked up): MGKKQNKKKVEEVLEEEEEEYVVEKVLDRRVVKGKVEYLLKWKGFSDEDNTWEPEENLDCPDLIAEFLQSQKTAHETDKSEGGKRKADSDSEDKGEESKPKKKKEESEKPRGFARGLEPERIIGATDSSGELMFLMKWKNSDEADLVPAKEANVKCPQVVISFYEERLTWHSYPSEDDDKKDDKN
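Compound inhibition of the preformed complex between 50 nM HP1-beta and 50 nM biotinylated H3K9me3 peptide was read by AlphaScreen. Buffer was PBS pH 7.4 with 0.01% Tween-20. Incubations ran 30 min at room temperature, with 10 ug/mL donor/acceptor beads.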
BAZ2B block = inhibitors of human BAZ2B bromodomain; Q9UIF8; AlphaScreen BAZ2B-H3K14Ac peptide displacement; Potency, µM (top dose mostly 114 µM), for the others: top-dose activity change, negative = inhibition, hits mostly inhibitors; 360,000 compounds, 4.4% hits; AID 504333; also: potency is read from the fitted curve at half-maximal effect; % is scaled to controls: 0 for no effect and ±100 for the full control effect; nearly all actives have a fitted effect of over 60% in size
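BAZ2B 50 nM plus b-H3(5-23)K14Ac 50 nM, PBS pH 7.4/0.01% Tween-20, 30 min RT; compound added (max 110 uM), 30 min RT; streptavidin donor/Ni-chelate acceptor beads 10 ug/mL final, 20 min dark; AlphaScreen read.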
Pol eta inh = blocks human DNA polymerase eta activity; Q9Y253; Potency, µM (series often up to 114 µM), for inactives: at the top dose activity change, negative = inhibition, hits mostly inhibitors; 390,000 compounds, 1.2% hits; recombinant Pol eta, fluorescent DNA replication assay; AID 588591; also: potency is read from the fitted curve at half-maximal effect; % is scaled to controls: 0 for no effect and ±100 for the full control effect
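Pol eta at 10 nM preincubated with compounds 15 min at room temperature; reaction started with fluorescent substrate (50 nM final) and read kinetically at 0 and 10 min.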
The depositor's hits bear a star; i = inactive; ? = inconclusive; nt = no result given; & = joins results of further samples; [ ] = remark or other dose. Unless noted, calls follow the shape of the dose curve; as a rule, active = well fitted curve in the direction sought with a large enough effect; inconclusive = small, poorly fitted or top-dose-only effect, or another doubt; inactive = no such curve, though single readings can be large; an effect the other way counts as inactive or inconclusive.

Order of results – JMJD2A Tudor inh	GLS inhibitor	PGK inhibitor	G9a inh	PI4K2A block	Pin1 inh	HP1b binding inh	BAZ2B block	Pol eta inh
COc1ccc2c(c1)CC1(CN2C)C(=O)NC(=O)N(CCc2ccccc2)C1=O (stereo not drawn)
 : -32%	15%	2%	11µM*	3	-5%	38%	?	-18%
CC(c1ccccc1)n1cncc1C(=O)O (stereo not drawn)
 : -4%	3%	-2%	?	8	-1%	9%	2%	9%
N=C1c2ccccc2CN1NC(=O)c1ccc(Br)cc1
 : -5%	7%	-10%	?	-6	8%	40%	-9%	-6%
NS(=O)(=O)c1nc[nH]c1[N+](=O)[O-]
 : 20µM*	10%	4%	nt	2	2%	5%	nt	-8%
O=C(CCl)Nc1nccs1
 : -20%	-4%	-7%	nt	6	-13%	21%	-8%	-4%
NC(Cc1ccccc1)Cc1ccccc1
 : -5%	10%	4%	5%	5	-1%	13%	-2%	-11%
CC1(C)NCCN2C(=O)CSC21 (stereo not drawn)
 : -9%	2%	-12%	79µM*	-5	-1%	53%[activator]	-22%	-1%
Brc1cc(Br)c(Oc2cc(Br)c(Br)cc2Br)cc1Br
 : 8%	-2%	i	8%[0.501 µM]	-3	-15%	76%[activator]	-1%	-13%
COC(=O)c1ccc(NC(=O)NC(=O)Oc2ccccc2)cc1
 : -14%	22%	i	-12%[12.7 µM]	2	-5%	35%	-2%	-5%
Cc1ccc(Cn2c(SCc3ccc(C(=O)NC4CCCC4)cc3)nc3ccncc32)cc1
 : -10%	4%	3%	?	0	33%[activator]	53%[activator]	-2%	-16%
COc1cc(OC)c(C=O)c(OC(=O)N(C)C)c1
 : -4%	-2%	-4%	-30%	7	1%	36%	-17%	-2%
O=C1NC(=S)NC(=O)C1=Cc1ccc(OCC(=O)N2CCCC2)cc1
 : 45µM*	?	-11%	14µM*	-12	-12%	?	?	?
NNC(N)=O
 : ?	19%	-8%	-23%&34%[12.7 µM]	-6&-8	-30%	60%[activator]	-35%	?
CCOc1ccc(N=Cc2c(O)n(CCc3ccc(OC)c(OC)c3)c(=O)[nH]c2=O)cc1
 : 1%	-4%	i	-3%	-3	?	31%	-4%	-24%
CCCCC1C(=O)NC(=S)N(C)C1=O (stereo not drawn)
 : 79µM*	11%	2%	nt	2	6%	-1%	nt	-11%
C=CCN1C(=O)NC(=O)/C(=C/c2ccc(OCC(=O)Nc3ccc(C)cc3)cc2)C1=O
 : ?	5%	1%	nt	-53*	1%	20%	50µM*	-4%
CCCCCn1c(N)c(C(=O)NCc2cccs2)c2nc3ccccc3nc21
 : -5%	-6%	-1%	nt	0	3%	21%	-2%	-13%
Cc1nn(C2CCOC(C)(C)C2)c2c1C(c1ccc(OC(C)C)cc1)SCC(=O)N2 (stereo not drawn)
 : -19%	-10%	-10%	8%[12.7 µM]	-3	9%	20%	9%	-16%
COc1ccc(C(=O)NCCn2cc(SC(C)c3ccccc3)c3ccccc32)cc1OC (stereo not drawn)
 : -28%	9%	3%	-39%[59 µM]	2	29%	12%	?	-2%
CSc1cc(-c2ccccc2)n(Cc2c(Cl)cccc2Cl)c(=O)c1C#N
 : 3%	0%	-12%	20%	-5	-1%	53%[activator]	6%	-17%
C[C@]12CC[C@@H](O)CC1=CC(=O)C1C2CC[C@]2(C)C(=O)CCC12 (stereo partly drawn)
 : -3%	2%	4%	nt	2	-10%	44%[activator]	nt	-17%
COCCNC(=O)CN1C(=O)C(C)N=C(c2ccccc2)c2cc(Cl)ccc21 (stereo not drawn)
 : -11%	-15%	-6%	18%	1	3%	6%	-25%	-4%
O=C1CC(=O)N(c2cccc(Br)c2)C(=O)N1
 : ?	-7%	-7%	56µM*	-7	18%	5%	-23%	-8%
O=C(Nc1ccccc1OC(=O)N1CCCCC1)N1CCCCC1
 : 4%	1%	-11%	-6%	13	nt	16%	-8%	-16%
CN1CCN(c2ncnc3nc[nH]c23)CC1
 : 1%	-3%	-7%	-22%	-4	4%	51%[activator]	-2%	-25%
CCN(CC)c1ccc(N=Cc2c(O)[nH]c(=O)[nH]c2=O)cc1
 : -28%	31%[activator]	-3%	?	-14	?	-1%	-33%	1%
O=C(c1ccccc1F)c1cn(Cc2ccccc2)c2ccccc12
 : -3%	-6%	i	60%[activator]	1	-4%	58%[activator]	5%	-16%
O=C(CN1CCCC1=O)NCCc1ccccc1
 : 5%	1%	0%	27%[12.7 µM]	-2	3%	27%	-22%	-5%
Cc1ccc(-n2c(/C=C\c3ccc(F)cc3)nc3ccccc3c2=O)cc1Cl
 : -15%	11%	10%	3%[59 µM]	-4	-17%	30%	5%	-17%
Cc1cccc(NC(=S)NC2CC3CCC(C2)N3Cc2ccco2)c1 (stereo not drawn)
 : -9%	8%	7%	?	-2	2%	5%	12%[57.1 µM]	-6%
CN1CCN(c2ccc(S(=O)(=O)C(F)(F)F)cc2[N+](=O)[O-])CC1
 : -7%	-3%	4%	10%[59 µM]	4	2%	3%	-8%	-3%
Cc1ccc2c(Cl)cc(Cl)c(O)c2n1
 : -5%	?	-5%	nt	-6&3	?	3%	nt	-5%
CC(=O)C1CCC2C3CCC4CC(O)CCC4(C)C3CCC12C#N (stereo not drawn)
 : nt	-2%	2%	nt	0	nt	nt	nt	-9%
c1ccc(NC2=NCCS2)cc1
 : -7%[11.4 µM]	-2%	-2%	14%	0	0%	44%[activator]	-4%	-14%
CCOc1ccc(OCC)c(NC(=O)CCn2c(=O)oc3ccccc32)c1
 : -6%	13%	-5%	13%[59 µM]	-1	?	17%	3%	2%
CC1=NNC(=O)C1Cc1c(Cl)cccc1Cl (stereo not drawn)
 : -15%	?	i	nt	4	-3%	35%	nt	-4%
COc1ccc(CCn2c(O)c(C=Nc3cccc(F)c3)c(=O)[nH]c2=O)cc1OC
 : -17%	1%	1%	nt	0	14%	14%	?	-14%
O=C(CO)C(O)C(O)C(O)CO (stereo not drawn)
 : 56µM*	32%&-14%[activator]	i	4%[12.7 µM]	5	?	13%	8%	0%
CC(C)OCC(O)CN1CC2C[C@@H](C1)Cn1c2cccc1=O (stereo partly drawn)
 : 4%	1%	12%	6%	-4	-2%	38%	6%	0%
COc1ccc(N2C(=O)/C(=C/c3ccc(N(C)C)o3)C(=O)NC2=S)cc1
 : -6%	-3%	-8%	45µM*	-9	?	30%	?	-25%
Cc1ccc2c(c1)=C/C(=C\c1c(O)[nH]c(=O)[nH]c1=O)C(=O)N=2
 : -14%	-12%	-3%	?	-13	10%	6%	-12%	-2%
CC1=CC(=C2C(=O)NC(=S)NC2=O)C=C(C(F)(F)F)N1Cc1ccccc1
 : -6%	4%	i	79µM*	4	4%	59%[activator]	3%	-19%
C/C(=N/OC(=O)N(C)C)c1ncc(C(F)(F)F)cc1N1CCOCC1
 : -3%	0%	-2%	-3%[12.7 µM]	26	0%	56%[activator]	0%	11%
Cc1ccc(N2C(=O)NC(=O)/C(=C/C=C/c3ccco3)C2=O)cc1
 : -20%	24%	-10%	?	?	?	12%	-26%	?
FC(F)(F)c1ccc2c(c1)NP(=S)(N1CCOCC1)c1nccn1-2 (stereo not drawn)
 : -11%	-1%	-6%[11.5 µM]	?	-4	-3%	25%	9%	0%
COc1ccc(CCNCc2cccn2C)cc1
 : -22%	-2%	i	?	-8	3%	22%	?	-2%
COc1ccccc1N1CCN(Cc2c(F)cccc2F)CC1
 : -27%	15%	0%	3%[12.7 µM]	2	0%	15%	-27%	-1%
COc1ccccc1C(=O)Nc1nnc(-c2ccc(Cl)cc2)o1
 : -22%	1%	0%	?	1	0%	43%[activator]	-2%	-13%
CCOP(=O)(OCC)C(Cc1ccccc1)NC(C)=O (stereo not drawn)
 : -33%	-7%	-9%	23%[59 µM]	5	-4%	23%	-11%	-27%

Full records as entered above.
Cc1ccc2c(Cl)cc(Cl)c(O)c2n1 is listed with JMJD2A Tudor inh = -5%; GLS inhibitor = ?; PGK inhibitor = -5%; G9a inh = nt; PI4K2A block = -6&3; Pin1 inh = ?; HP1b binding inh = 3%; BAZ2B block = nt; Pol eta inh = -5%
N=C1c2ccccc2CN1NC(=O)c1ccc(Br)cc1 is listed with JMJD2A Tudor inh = -5%; GLS inhibitor = 7%; PGK inhibitor = -10%; G9a inh = ?; PI4K2A block = -6; Pin1 inh = 8%; HP1b binding inh = 40%; BAZ2B block = -9%; Pol eta inh = -6%

Of the compounds above, these have a furan ring, fused or not:
Order of results – JMJD2A Tudor inh	GLS inhibitor	PGK inhibitor	G9a inh	PI4K2A block	Pin1 inh	HP1b binding inh	BAZ2B block	Pol eta inh
Cc1cccc(NC(=S)NC2CC3CCC(C2)N3Cc2ccco2)c1 (stereo not drawn)
 : -9%	8%	7%	?	-2	2%	5%	12%[57.1 µM]	-6%
COc1ccc(N2C(=O)/C(=C/c3ccc(N(C)C)o3)C(=O)NC2=S)cc1
 : -6%	-3%	-8%	45µM*	-9	?	30%	?	-25%
Cc1ccc(N2C(=O)NC(=O)/C(=C/C=C/c3ccco3)C2=O)cc1
 : -20%	24%	-10%	?	?	?	12%	-26%	?

These rows are one share of the data. The share of hits here may be higher or lower than overall.
